# hIAP inh: blocks human intestinal alkaline phosphatase. AID 2544. 0.12% of 330,000 active. purified IAP, CDP-Star luminescence, 30 min. P09923. inhibition, % at 10 µM;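 active = inhibition reaching a set limit with compound at 10 µM in the primary screen, cut at about 35% in these data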;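 note: plate controls were DMSO wells with enzyme for no effect and no-enzyme buffer wells for full effect; values of inactives mirror those of a sister screen read the other way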
# Target sequence (P09923 whole entry, looked up): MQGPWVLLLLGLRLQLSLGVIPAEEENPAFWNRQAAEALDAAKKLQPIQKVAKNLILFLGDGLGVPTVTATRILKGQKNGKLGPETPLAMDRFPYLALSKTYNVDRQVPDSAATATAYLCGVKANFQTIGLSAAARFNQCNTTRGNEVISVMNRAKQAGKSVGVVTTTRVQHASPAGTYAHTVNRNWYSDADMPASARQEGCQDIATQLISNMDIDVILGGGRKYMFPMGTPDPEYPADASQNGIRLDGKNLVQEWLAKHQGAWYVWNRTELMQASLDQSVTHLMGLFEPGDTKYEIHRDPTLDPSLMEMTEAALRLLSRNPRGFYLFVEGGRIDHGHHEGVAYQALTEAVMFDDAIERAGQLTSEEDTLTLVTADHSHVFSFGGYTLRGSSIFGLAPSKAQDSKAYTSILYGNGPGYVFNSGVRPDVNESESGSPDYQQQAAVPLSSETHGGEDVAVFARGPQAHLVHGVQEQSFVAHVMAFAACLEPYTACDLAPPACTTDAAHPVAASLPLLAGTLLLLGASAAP
# mIAP inh: mouse IAP inhibition; purified mouse IAP, CDP-Star luminescence, 30 min; inhibition, % at 10 µM; AID 2806; 0.2% of 330,000 active;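 active = inhibition of at least 40% at 10 µM in the primary screen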;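 note: plate controls were DMSO with enzyme for no effect and no enzyme wells for full effect; values of inactives mirror those of a sister screen read the other way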
# beta cell repl: induces beta-cell replication in MIN6 cells; MIN6 cells proliferation, ATPlite luminescence, 48 h; cells starved in 0.2% serum; 100% = growth in 10% serum; proliferation, % at 10 µM; 0.29% of 330,000 active; AID 2380;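 active = compounds whose signal lies at least 3.5 SD above the mean of all wells on their plate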;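 note: 0% = DMSO-treated cells in low-serum medium and 100% = 10% serum control; some compounds called inactive have numbers as strong as hits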
# SENP1 inh: blocks the human SENP1 SUMO protease catalytic domain; 0.21% of 360,000 active; inhibition, % at 10 µM; recombinant SENP1 catalytic domain, CyPet-SUMO1-YPet FRET cleavage; Q9P0U3;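 active = inhibition at least 30% at 10 µM, raw YFP signal under a set limit, fluorescence ratio 0.5 to 1.5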;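 note: 0% = enzyme with DMSO and 100% = no enzyme wells; some results filed as inactive read as strong as hits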
# Target sequence (Q9P0U3 419-644 limits assumed): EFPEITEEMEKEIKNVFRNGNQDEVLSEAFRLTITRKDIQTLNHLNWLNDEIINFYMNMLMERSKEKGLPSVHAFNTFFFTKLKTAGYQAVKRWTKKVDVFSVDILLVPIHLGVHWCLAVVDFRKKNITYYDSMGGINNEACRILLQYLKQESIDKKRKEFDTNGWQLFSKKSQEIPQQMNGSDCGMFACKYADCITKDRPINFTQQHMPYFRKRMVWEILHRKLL
#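 Controls: no-enzyme wells low, DMSO-plus-enzyme wells high control. Test system: human recombinant His6-tagged SENP1 catalytic domain enzyme. Reagent: SFCypet-SUMO1-SFYpet FRET protein substrate, 25 nM final. Doses: one dose per compound, 10 µM, 0.5% DMSO. Detection: FRET, CFP and YFP emission. Timing: 50 min reaction at room temperature.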
# A3G deaminase: APOBEC3G (human) deaminase inhibition | Q9HC16 | recombinant A3G, ssDNA deamination FAM/TAMRA fluorescence | inhibition, % at 20 µM | 0.28% of 330,000 active;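 active = inhibition of at least 40% at 20 µM, with no more than 30% in the related APOBEC3A deaminase screen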;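 note: plate controls were DMSO wells with A3G for no effect and wells lacking A3G enzyme for full effect; some compounds called inactive have numbers as strong as hits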
# APOBEC3A inh: blocks human APOBEC3A ssDNA deamination; recombinant A3A, FAM/TAMRA ssDNA deamination fluorescence; inhibition, % at 20 µM; 0.41% of 330,000 active;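 active = at least 40% inhibition at 20 µM here, with at most 30% in a related deaminase screen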;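 note: plate controls were A3A with DMSO for no effect and wells lacking A3A enzyme for full effect; some results filed as inactive read as strong as hits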
# Target sequence (P31941 whole entry, looked up): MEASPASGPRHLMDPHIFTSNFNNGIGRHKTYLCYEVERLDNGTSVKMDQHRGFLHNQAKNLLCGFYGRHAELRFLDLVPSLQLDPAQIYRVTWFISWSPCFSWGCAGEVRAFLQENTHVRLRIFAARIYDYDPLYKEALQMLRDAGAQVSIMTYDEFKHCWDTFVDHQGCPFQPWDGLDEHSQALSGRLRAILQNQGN
# hIAP activ: human IAP activation. purified human IAP, CDP-Star luminescence, 30 min; active compounds read high; 1 = vehicle-only enzyme, 0 = enzyme-free background. activation factor at 10 µM. 0.16% of 330,000 active. AID 2524;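 active = activation factor of the enzyme at least 2-fold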; note: the source names both 10 and 20 µM as test concentration; values of inactives mirror those of a sister screen read the other way
# mIAP act: mouse IAP activation. muIAP, CDP-Star luminescence, 30 min; active compounds read high; 1 = vehicle-only enzyme signal, 0 = enzyme-free wells. activation factor at 10 µM. 0.24% of 330,000 active;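 active = activation factor of at least 2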; note: the source names both 10 and 20 µM as test concentration; values of inactives mirror those of a sister screen read the other way
#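 System: Mouse IAP enzyme | Also added: CDP-Star substrate | Dosing: Compounds dispensed in DMSO | Schedule: 30 min enzyme-substrate-compound incubation at room temperature | Technique: Chemiluminescence readout | Control set: DMSO-only wells and no-enzyme negative control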
# NALP3 yeast inh: NALP3 inhibition in yeast. Yeast reconstituted NLRP3/ASC/caspase-1, beta-gal luminescence, 24 h. inhibition, % at 10 µM. 0.39% of 330,000 active;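 active = inhibition of 50% or more; inactive = inhibition below 50%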;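 note: plate controls were induced DMSO wells for no effect and uninduced yeast grown without galactose for full effect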
# * = called active by the depositor; . = not tested or not shown. This is a subset; the hit share may differ from the screen's.
# Results follow in this order: SENP1 inh	hIAP inh	mIAP inh	beta cell repl	hIAP activ	NALP3 yeast inh	APOBEC3A inh	A3G deaminase	mIAP act
> COc1ccccc1OCCNC(=O)CCNC(=O)c1ccccc1Cl
→ 0.4	19.8	-8.7	2.1	0.802	25.8	1.4	17.3	1.09
> O=C(Nc1cccc(C(=O)Nc2cccc(Br)c2)c1)c1ccccc1
→ 0.6	-4.4	-3.2	-2.9	1.04	27.6	-1.6	-2.7	1.03
> c1ccc(Oc2ccc(-c3ccn[nH]3)cc2)cc1
→ -1.5	-29.4	-2.2	0.5	1.29	15.9	1.8	-4.2	1.02
> O=C(/C=C/c1ccc(Cl)cc1)Nc1cc(S(=O)(=O)N2CCOCC2)ccc1N1CCOCC1
→ -0.6	-35.9	-11.8	-5.9	1.36	-3.5	-1.5	3.6	1.12
> O=[N+]([O-])c1ccc(-n2nncc2-c2ccccc2)cc1
→ -1.4	-24.7	-8.6	1.5	1.25	19.6	-5.7	-5.7	1.09
> CCc1nnc(NC(=O)CSc2nc(C3CCCCC3)nc3ccccc23)s1
→ 0.4	4.9	-3.4	2.9	0.951	6.7	-6.7	-5.5	1.03
> O=C(O)c1cc(N=Nc2c(O)[nH]c3ccc([N+](=O)[O-])cc23)ccc1Cl
→ 15.1	27.7	16.4	2.7	0.723	28.8	-2.6	-9.3	0.836
> CCOc1cc(C(=O)OCC(=O)N(C)c2ccccc2)cc(OCC)c1OCC
→ 1.1	10.6	3.9	0.0	0.894	15.7	-1.8	-6.8	0.961
> COc1ccccc1CCNCc1ccc(OC)c(OCc2ccccc2)c1
→ 3.8	-5.3	-3.7	-5.5	1.05	14.9	-2.2	-4.3	1.04
> CCN=C1SC(C(=O)Nc2cc(Cl)cc(Cl)c2)CC(=O)N1CC (configuration not stated)
→ 3.3	3.5	1.0	-0.6	0.965	12.5	3.7	-12.1	0.99

# The final 2 records of the part before come first, to join the parts.
# Results follow in this order: SENP1 inh	hIAP inh	mIAP inh	beta cell repl	hIAP activ	NALP3 yeast inh	APOBEC3A inh	A3G deaminase	mIAP act
> COc1ccccc1CCNCc1ccc(OC)c(OCc2ccccc2)c1
→ 3.8	-5.3	-3.7	-5.5	1.05	14.9	-2.2	-4.3	1.04
> CCN=C1SC(C(=O)Nc2cc(Cl)cc(Cl)c2)CC(=O)N1CC (configuration not stated)
→ 3.3	3.5	1.0	-0.6	0.965	12.5	3.7	-12.1	0.99
> COC(=O)c1ccc(CSc2nnc(N)s2)o1
→ 0.9	6.2	-11.1	-0.3	0.938	-24.4	-2.9	-15.8	1.11
> Cc1cc(C)nc(NC(=NCCc2c[nH]c3ccccc23)NC(=O)Nc2cccc([N+](=O)[O-])c2)n1
→ -0.9	9.7	-0.9	-4.3	0.903	5.0	-3.7	-10.2	1.01
> COc1cc2cc(CN(CCc3cccc(C)c3)C(=S)NCCCN3CCOCC3)c(=O)[nH]c2cc1OC
→ -0.3	20.6	11.6	-3.2	0.794	0.4	1.3	-5.3	0.884
> CN(CC(=O)Nc1ccccc1C(F)(F)F)C(=O)C1CC1
→ 0.5	17.1	-4.9	1.0	0.829	10.0	-4.9	-9.0	1.05
> Cc1ccsc1-c1ccnc(-n2cccc2)n1
→ -26.0	4.4	0.6	-2.0	0.956	-0.3	-3.1	-5.9	0.994
> N/C(=N\OC(=O)c1cccc2ccccc12)c1ccc(Br)cc1
→ 2.1	13.8	-2.1	-5.8	0.862	21.3	1.7	-5.5	1.02
> O=C(Nc1ccc(S(=O)(=O)N2CCCc3ccccc32)cc1)C1CCCO1 (configuration not stated)
→ 1.0	3.0	3.5	-2.3	0.97	13.2	-1.6	-6.2	0.965
> O=C(NNc1ccc(F)cc1F)c1c(F)cccc1Cl
→ -0.1	-8.3	-2.0	-0.3	1.08	13.3	-1.6	-8.7	1.02
> Cc1ccc(S(=O)(=O)N2CCN(C(=O)CSc3ccc(F)cc3)CC2)cc1
→ 1.5	7.6	5.5	2.4	0.924	5.5	1.4	-3.9	0.945
> CCN(Cc1nc2cc(Cl)ccc2c(=O)[nH]1)C(=O)COc1ccccc1Cc1ccccc1
→ -3.7	-0.5	10.0	-7.5	1	20.0	-0.8	-6.3	0.9
> O=C1c2cccc3cccc(c23)C(=O)N1CCCSc1ncn[nH]1
→ 0.5	-24.8	9.9	6.2	1.25	-5.4	0.7	-6.2	0.901
> CSCc1cc(N(C)C)nc(SCc2ccc(Cl)cc2Cl)n1
→ -0.8	27.8	5.1	-3.7	0.722	21.7	-1.5	-6.5	0.949
> Cc1cc(NC(=O)CN2C(=O)NC(CCc3ccccc3)C2=O)no1 (configuration not stated)
→ 1.1	-7.2	0.9	0.5	1.07	0.3	-0.7	-7.7	0.991
> CCN=C1SC(CC(=O)Nc2ccc(C)cc2)C(=O)N1CC (configuration not stated)
→ -1.3	-11.5	0.1	-1.4	1.11	7.9	1.9	4.1	0.999
> CC1Cc2cc(/C(O)=C3/C(=O)C(=O)N(CCN4CCOCC4)C3c3ccc(N(C)C)cc3)ccc2O1 (configuration not stated)
→ -88.6	-5.6	-0.7	2.1	1.06	-6.4	-5.4	-6.1	1.01
> CN(C(=O)c1cccnc1)c1nnc(-c2cnccn2)s1
→ -1.0	8.2	4.5	0.1	0.918	-6.6	0.1	1.6	0.955
> CC(=O)Nc1ccc(NC(=O)c2cc[n+]([O-])cc2)cc1
→ 0.8	9.4	12.8	0.0	0.906	10.8	21.7	-3.1	0.872
> Cc1ccc(CNc2nc3ccccc3n3cnnc23)cc1
→ -1.3	5.7	0.6	4.0	0.943	7.5	-0.9	-3.2	0.994
> Cc1ncsc1C(=O)N1CCCC(C(=O)c2ccc3ccccc3c2)C1 (configuration not stated)
→ -1.0	-18.0	1.1	-2.1	1.18	2.2	2.1	-0.9	0.989
> CCC(=O)c1ccc(N2CCOCC2)c(F)c1
→ 0.6	-21.2	-2.5	0.6	1.21	3.6	-4.8	-3.8	1.02
> Cc1cc(C)n2nc(C(=O)NCc3ccccc3)cc2n1
→ -3.3	5.4	6.6	-2.8	0.946	10.8	-2.8	12.7	0.934
> Cc1ccc(NC(=O)COC(=O)c2ccc(S(=O)(=O)NCc3ccco3)cc2)cc1
→ 0.2	6.3	2.1	1.1	0.937	4.8	-1.8	-4.9	0.979
> O=C(c1ccc(F)cc1)N1CCN=C1c1ccccc1
→ 3.5	-8.2	-2.8	-2.2	1.08	-7.3	-0.9	-5.1	1.03
> C=C(C)c1cccc(C(C)(C)NC(=O)Nc2nnc(C(C)C)s2)c1
→ 1.5	-20.2	-10.9	-0.7	1.2	8.0	-1.5	-4.4	1.11
> CSc1nnc(C(C)(C)C)c(=O)n1/N=C/c1ccc(C(C)C)cc1
→ 2.5	1.8	3.6	-2.1	0.982	15.6	-5.6	-8.9	0.964
> O=C(COc1ccc([N+](=O)[O-])cc1)Nc1ccc(C(=O)NCc2cccnc2)cc1
→ 1.0	-10.1	7.2	-5.0	1.1	4.4	6.8	-4.7	0.928
> Cc1ccc(C(NC(=O)c2cccc(S(=O)(=O)N3CCN(C)CC3)c2)c2ccccc2)cc1 (configuration not stated)
→ 0.5	11.3	11.8	-4.1	0.887	15.1	13.6	-3.6	0.882
> C1=CC2CC1CC2CN1CCN(Cc2ccccc2)CC1 (configuration not stated)
→ 0.0	-7.5	-6.4	-1.9	1.07	19.5	-0.2	-3.2	1.06
> N/C(Cc1cccc2ccccc12)=N\OC(=O)c1ccccc1F
→ 3.7	-10.8	-9.0	-3.7	1.11	12.4	-0.4	-1.9	1.09
> CC(C)c1ccc2occ(-c3nn[nH]n3)c(=O)c2c1
→ -0.7	-6.8	2.7	-1.8	1.07	-3.8	-2.1	-5.6	0.973
> CCOc1cccc(/C=C(/C#N)c2nc3ccccc3[nH]2)c1OCC(=O)O
→ -22.8	6.1	-4.6	0.0	0.939	23.5	-7.7	-5.8	1.05
> CCCCN1C(=O)/C(=C/C=C2\N(C)c3ccccc3C2(C)C)SC1=S
→ .	23.3	51.4*	-5.2	0.767	-1.2	-85.6	-143.1	0.486
> CCN(CC(=O)NC1CCCCC1)S(=O)(=O)c1ccc(Cl)cc1
→ 1.3	-2.7	-10.9	0.6	1.03	-1.2	-1.9	-7.2	1.11
> COC(=O)[C@@H](NC(=O)c1ccc(OC2CCN(Cc3ccccn3)CC2)cc1)C(C)C
→ 0.5	-13.5	-3.7	-3.4	1.14	-3.8	1.1	-3.1	1.04
> CCOc1ccc(/C=C2/SC(=S)N(n3c(C)ccc3C)C2=O)cc1
→ 0.5	14.6	14.4	-5.1	0.854	0.4	-1.4	-5.5	0.856
> CCN(CC)CCNC(=O)c1cn(CC)c2ccc(S(=O)(=O)N3CCc4ccccc4C3)cc2c1=O
→ 0.1	-2.1	10.1	0.5	1.02	17.3	-1.9	-4.6	0.899
> CC(=O)Nc1c(S(=O)(=O)c2ccccc2)c2nc3ccccc3nc2n1Cc1ccccc1
→ -52.0	8.9	2.5	0.4	0.911	1.7	-1.0	-5.2	0.975
> COc1ccc(C(c2nnnn2Cc2cccs2)N2CCN(c3ccccc3F)CC2)cc1 (configuration not stated)
→ -0.7	-14.4	-9.1	-1.9	1.14	0.7	2.6	4.3	1.09
> Cc1nc2c(C(=O)NCc3ccccc3Cl)c[nH]n2c(=O)c1Cl
→ -1.0	0.2	4.0	-1.2	0.998	14.2	-3.4	-6.4	0.96
> CC(C)N(C)Cc1nnnn1CC(=O)NCc1cc(F)cc(C(F)(F)F)c1
→ 0.3	-5.9	4.6	-1.2	1.06	23.5	-0.9	-5.5	0.954
> Nc1cccc(S(=O)(=O)c2ccc(N)c(N)c2)c1
→ -2.0	-4.0	0.2	-3.1	1.04	4.6	0.3	-2.1	0.998
> O=C(CNC(=O)c1ccccc1F)OC1CCOC1=O (configuration not stated)
→ 0.8	-4.0	0.1	-1.9	1.04	-1.7	4.8	-1.0	0.999
> Cc1ccc2occ(CN3CCN(Cc4ccccc4)CC3)c(=O)c2c1
→ .	-8.8	13.3	0.1	1.09	13.2	0.1	-1.1	0.867
> CN(C)CCCNC(=O)c1ccc(Oc2ccccc2)cc1
→ -0.4	-6.8	7.2	-4.1	1.07	8.5	-7.2	-9.7	0.928
> CC1=C(C#N)C(NC(=O)c2ccc(Cl)cc2)(C(F)(F)F)C(=O)N1 (configuration not stated)
→ 0.7	3.1	1.2	0.9	0.969	0.5	0.9	-10.1	0.988
> COc1ccccc1NC(=S)N(Cc1ccc(C(=O)O)cc1)Cc1ccc(OC)c(OC)c1
→ 1.3	12.1	-12.9	-1.6	0.879	6.0	-0.2	-2.4	1.13
> O=C(COc1ccc(-c2ccccc2)cc1)NNC(=O)NC1CCCCC1
→ 2.0	-66.0	0.8	2.0	1.66	4.1	-1.8	-6.1	0.992
> CCOC(=O)/C(C)=N/NC(=O)c1ccc([N+](=O)[O-])cc1
→ 0.3	-5.7	11.1	-1.5	1.06	11.1	-7.5	-6.1	0.889
> COc1cccc(OC)c1C(=O)Nc1ccc2c(c1)n(C)c(=O)n2C
→ 0.2	3.8	-1.1	0.0	0.962	13.7	0.2	-3.3	1.01
